Compound activity deposited in PubChem by several laboratories.
TRPC4 block: blocks the mouse TRPC4 cation channel; HEK293 TRPC4beta/mu-opioid, DAMGO-evoked Fluo4 calcium flux; hits give low values; Q9QUQ5; 300,000 tested, 0.39% active; B-score at 10 µM;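 active = B-score over 3 SD under the library average, no early fluorescence shift, positive overall ratio signal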
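Assay system – HEK293 line stably carrying TRPC4beta and mu-opioid receptor · Doses – single dose · Detection – Fluo4 calcium-dye fluorescence, kinetic read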
TMEM16A act: activators or potentiators of mouse TMEM16A chloride channel | B-score at 10 µM | AID 623877 | HEK293 TMEM16A/YFP-H148Q/I152L, iodide quench fluorescence; hits give low values | 340,000 tested, 0.3% active | Q8BHY3;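 active = fluorescence-ratio B-score plate-corrected deviation score at least 3 library SD below zero, with starting fluorescence score within 5 deviations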;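 also: channel opened by trigger with iodide after compound preincubation; score built on the fluorescence ratio of max minus min over baseline; more negative score means more quench and so TMEM16A activation or potentiation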
Target sequence (Q8BHY3 whole entry, looked up): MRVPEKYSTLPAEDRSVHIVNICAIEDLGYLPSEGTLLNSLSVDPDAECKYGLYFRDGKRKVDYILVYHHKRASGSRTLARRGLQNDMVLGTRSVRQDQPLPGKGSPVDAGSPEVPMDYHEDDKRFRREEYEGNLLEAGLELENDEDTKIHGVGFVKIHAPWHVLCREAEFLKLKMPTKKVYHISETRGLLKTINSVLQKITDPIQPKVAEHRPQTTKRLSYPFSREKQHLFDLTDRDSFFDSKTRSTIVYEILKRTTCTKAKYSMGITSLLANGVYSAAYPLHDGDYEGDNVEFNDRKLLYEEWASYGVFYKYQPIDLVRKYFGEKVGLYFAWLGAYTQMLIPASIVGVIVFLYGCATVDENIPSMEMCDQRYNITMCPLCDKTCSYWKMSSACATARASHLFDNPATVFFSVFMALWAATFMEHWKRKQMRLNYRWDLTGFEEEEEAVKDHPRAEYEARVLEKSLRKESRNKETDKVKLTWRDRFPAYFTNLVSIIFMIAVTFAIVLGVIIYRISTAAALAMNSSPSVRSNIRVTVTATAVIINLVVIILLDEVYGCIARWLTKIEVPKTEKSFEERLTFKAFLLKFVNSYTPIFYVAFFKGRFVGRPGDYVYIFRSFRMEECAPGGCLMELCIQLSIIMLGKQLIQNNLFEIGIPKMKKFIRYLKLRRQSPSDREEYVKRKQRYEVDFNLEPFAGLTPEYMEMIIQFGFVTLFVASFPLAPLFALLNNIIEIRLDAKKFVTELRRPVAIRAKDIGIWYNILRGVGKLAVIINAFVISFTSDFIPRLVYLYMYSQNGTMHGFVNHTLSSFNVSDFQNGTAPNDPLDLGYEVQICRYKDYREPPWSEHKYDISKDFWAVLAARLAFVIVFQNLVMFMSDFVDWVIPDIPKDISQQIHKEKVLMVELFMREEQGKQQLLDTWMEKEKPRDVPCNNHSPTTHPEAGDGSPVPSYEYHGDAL
TRPC4 agonist: opens the mouse TRPC4 cation channel; Q9QUQ5; HEK293 TRPC4beta/mu-opioid, Fluo4 calcium fluorescence; hits give high values; B-score at 10 µM; 310,000 tested, 0.49% active; AID 2237;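 active = B-score above 5 SD of library B-scores, and initial fluorescence ratio not above library mean plus 5 SD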;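 also: positive B-score marks a calcium rise read as TRPC4 activation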
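Incubation: 45 min room-temperature Fluo4 loading, 110 s read / System: HEK293 cells stably co-expressing mouse TRPC4beta and mu-opioid receptor / Signal: Fluo4 fluorescence, kinetic / Control set: buffer (low) and maximal DAMGO (high) / Measure: integrated baseline-normalised fluorescence ratio, converted to per-well B score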
TMEM16A inh: inhibitors of mouse TMEM16A calcium-activated chloride channel; Q8BHY3; HEK293 TMEM16A/YFP iodide influx fluorescence, ionomycin; normalized B-score (activity score, 25-100; higher = stronger inhibition) at 10 µM; 310,000 tested, 1.2% active;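 active = ratio plate-corrected score three or more library SD toward inhibition, starting fluorescence score within five deviations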;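 also: score derived from kinetic fluorescence span divided by baseline fluorescence per well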
MrgX1 allo act: allosterically activates human MrgX1 receptor signaling. Q96LB2. 310,000 tested, 0.63% active. MrgX1-HEK293, Fluo-4 calcium flux, FDSS; hits give high values. B-score at 10 µM;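 active = plate-corrected calcium response at least 3 library SD above typical, normal starting fluorescence, not activating the receptor alone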;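 also: compound read alongside a low EC10 to EC30 dose of BAM8-22 agonist; peak minus trough fluorescence over baseline measured at the second addition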
TRPC6 act: activates the mouse TRPC6 cation channel; Q61143; HEK293-TRPC6 membrane potential dye fluorescence; hits give high values; B-score at 10 µM; 310,000 tested, 0.13% active;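 active = B-score of the integrated fluorescence ratio above library mean plus 3 SD, and starting fluorescence ratio within library mean plus 5 SD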;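 also: higher score means more depolarization so channel activation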
TRPC4 potent: allosterically enhances the mouse TRPC4 cation channel. Q9QUQ5. HEK293 TRPC4beta/mu-opioid, DAMGO EC20, Fluo-4 Ca2+ flux; hits give high values. B-score at 10 µM. 310,000 tested, 0.42% active. AID 2227;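 active = B-score of calcium response area above 5 SD of library B-scores, with initial fluorescence ratio within 5 SD of library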;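 also: B-score of integrated fluorescence ratio over time as area under calcium response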
TRPC6 inhibitor: mouse TRPC6 channel inhibition | Q61143 | HEK293-TRPC6, membrane potential dye, ACh-evoked depolarization; hits give low values | B-score at 10 µM | 310,000 tested, 1.1% active;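 active = B-score under library mean minus 3 SD, initial fluorescence not abnormally high, positive integrated signal ratio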;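 also: B-score derived from integrated fluorescence ratio over the kinetic read; more negative B-score means stronger inhibition of depolarization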
MrgX1 ag: human MrgX1 receptor agonism, primary screen; 310,000 tested, 0.44% active; MrgX1-HEK293 cells, Fluo-4 calcium fluorescence, agonist mode; hits give high values; B-score at 10 µM;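 active = calcium response B-score plate-corrected fluorescence ratio at least 3 library SD, with starting fluorescence B-score inside 5 SD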
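times = overnight plating, then 30 min 37 °C plus 30 min room-temperature dye loading | assay system = stable human MrgX1 HEK293 cell line | input = fifteen thousand cells per well | signal = kinetic calcium dye fluorescence, Fluo-4 NW | dosing = compound delivered in addition one of three | read-out = B-scored fluorescence response ratio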
SKKanGAS inh: blocks kanamycin growth of S. pyogenes SKKanGAS strain. BacTiter-Glo, 6 h. inhibition, % at 7.5 µM. 300,000 tested, 1.3% active. AID 1662;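 active = mean replicate score, as percent of positive control median, at least 50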;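 also: strain carries kanamycin resistance gene driven by streptokinase promoter and grows in 40 µg/ml kanamycin; loss of luminescence reflects streptokinase promoter inhibition or plain growth inhibition; 0% = median of DMSO wells and 100% = positive control at its reference dose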
MrgX1 antagonist: blocks BAM8-22 activation of human MrgX1 receptor | 310,000 tested, 1.3% active | Q96LB2 | MRGX1-HEK293 calcium flux, Fluo-4, BAM8-22 antagonism; hits give low values | B-score at 10 µM | AID 588676;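 active = calcium-response B-score plate-corrected more than 3 library SD below zero, starting fluorescence within 5 deviations, no agonist response on first addition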;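 also: peak minus trough fluorescence over baseline after final BAM8-22 challenge near maximal dose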
* marks the source's active call; other numbers are inactive results; i = inactive; . = no result given. This is a subset. The share of hits here may be higher or lower than overall.

SMILES	TRPC4 block	TMEM16A act	TRPC4 agonist	TMEM16A inh	MrgX1 allo act	TRPC6 act	TRPC4 potent	TRPC6 inhibitor	MrgX1 ag	SKKanGAS inh	MrgX1 antagonist
Cc1cccc(NP(=O)(Oc2ccccc2F)Oc2ccccc2F)c1	i	i	i	i	i	i	i	i	i	5.8	i
Cc1cccc(-n2c(-c3ccco3)nc3ccccc3c2=O)n1	i	i	i	i	i	i	i	i	i	0.6	i
O=C1C2CCCN2C(c2ccc(Cl)c(Cl)c2)N1c1ccccn1 (stereo not drawn)	i	i	i	i	i	i	i	i	i	-1.5	i
Cc1cc(OCCCC(=O)NCc2cccs2)ccc1Cl	i	i	i	i	i	i	i	i	i	-14.9	i
Cc1ccccc1NC1(C#N)CCCCC1	i	i	i	i	i	i	i	i	i	3.4	i
Cc1cc(=O)oc2c(C)c(OCC(=O)N3CCC(C(=O)O)(c4ccccc4)CC3)ccc12	i	i	i	i	i	i	i	i	i	4.2	i
Cc1ccc(N2C(=O)NC(=O)/C(=C/c3cnc(-c4ccccc4)nc3)C2=O)cc1C	i	i	i	i	i	i	i	i	i	7.5	i
CCCCn1c(O)c(C=NCCCN(CC)CC)c(=O)[nH]c1=O	i	i	i	i	i	i	i	i	i	-2.5	i
CC1(C)CN=C(Nc2ccc(F)c(F)c2)S1	i	i	i	i	i	i	i	i	i	-3.6	i
Cc1ccsc1C(=O)C1CCCN(Cc2cn(C)nc2C)C1 (stereo not drawn)	i	i	i	i	i	i	i	i	i	-2.3	i
N#CC(C#N)=Cc1ccc(-c2ccccc2)o1	i	.	i	i	i	i	i	i	i	-3.4	i
O=C(COc1ccccc1)NCCc1cnc[nH]1	i	i	i	i	i	i	i	i	i	-2.1	i
CN(C)C(=O)Oc1ccc2ccccc2c1Cl	i	i	i	i	i	i	i	i	i	2.6	i
CCOP(=O)(Cc1cc(C#N)oc1C)OCC	i	i	i	i	i	i	i	i	i	2.9	i
O=c1c(C=Nc2cccnc2Cl)c(O)n(CCCCl)c(=O)n1C1CCCCC1	i	i	i	i	i	i	i	i	i	9.6	i
Cc1nc2c(c(=O)[nH]1)C(c1ccccc1Cl)c1c(c3ccccc3oc1=O)O2 (stereo not drawn)	i	.	i	i	i	i	i	i	i	0.4	i
Cn1c(O)c(C=NCCOc2ccc(Cl)cc2)c(=O)n(C)c1=O	i	i	i	i	i	i	i	i	i	-2.7	i
CN1C(=O)C(=Cc2ccc(OCCN(C)c3ccccn3)cc2)C(=O)N(C)C1=O	i	i	i	i	i	i	i	i	i	-10.6	i
O=C(CNC(=O)OCc1ccccc1)Nc1ccc(Br)cc1C(=O)c1ccccc1Cl	i	i	i	i	i	i	i	i	i	5.1	i
C=CCN(c1ccc(C(=O)N(CC)CC)cc1)S(C)(=O)=O	i	i	i	i	i	i	i	-5.57*	i	5.6	i
O=c1[nH]c(=O)n(C2CCCCCC2)c(O)c1C=NC1CCN(Cc2ccccc2)CC1	i	i	i	i	i	i	i	i	i	-1.8	i
Cc1cc(=O)oc2c(C)c(OCC(=O)N3CCN(Cc4ccccc4)CC3)ccc12	i	i	i	i	i	i	i	i	i	-2.5	i
COc1ccc2c(C)c(CC(=O)N3C[C@H]4C[C@@H](C3)c3cccc(=O)n3C4)c(=O)oc2c1C	i	i	i	i	i	i	i	i	i	-3.3	i
CC(C)Cc1[nH]c(=O)c(C#N)c2c1CCC2	i	i	i	i	i	i	i	i	i	6.3	i
N#CCCn1cc(C(=O)Nc2ccccc2Cl)c(-c2ccc(F)cc2)n1	i	i	i	i	i	i	i	i	i	1.5	i
O=C1NC(=S)NC(=O)C12C(c1ccccc1)NC(=S)NC2c1ccccc1 (stereo not drawn)	i	i	i	i	i	i	i	i	i	3.1	i
C[C@H]1C/C=C/[C@H]2[C@H](O)[C@H](C)[C@@](C)(O)[C@H]3[C@H](Cc4ccccc4)NC(=O)[C@]32[C@H](O)/C=C/[C@](C)(O)C1	i	.	i	i	i	i	i	i	i	5.4	i
Fc1cccc(CN2CCN(c3ccc(Cl)cc3)CC2)c1	i	i	i	i	i	i	i	-7.07*	i	16.5	i
COc1cccc(CN2CCN(C(=O)Cc3ccccc3OC)CC2)c1	i	i	i	i	i	i	i	i	i	3.5	i
O=C(CCc1nnc2ccc(NCc3ccc(F)cc3)nn12)N1CCC2(CC1)OCCO2	i	i	i	i	i	i	i	i	i	-4.0	i
Cc1ccc(C)c(OCc2cc(C(=O)N3C[C@H]4C[C@@H](C3)c3cccc(=O)n3C4)no2)c1	i	i	i	i	i	i	i	i	i	2.3	i
CCCCNC(=O)c1c(N)n(CCCOC)c2nc3ccccc3nc12	i	i	i	i	i	i	i	i	i	16.6	i
CC1=Nc2ccccc2/C1=C/c1c(O)[nH]c(=O)[nH]c1=O	i	i	i	i	i	i	i	i	i	-3.0	i
O=c1c2cc(Cl)cc(Cl)c2nc(CN2CCOCC2)n1-c1ccccc1F	i	i	i	i	i	i	i	i	i	5.5	i
COc1ccc(-c2cc(=NCC(=O)O)c3ccccc3o2)cc1	i	i	i	i	i	i	i	i	i	-7.4	i
CCOC(=O)[C@]1(C#N)[C@@H]2C=CC(C(N)=O)=CN2[C@@H](C(N)=O)[C@@H]1c1ccc(F)cc1	i	i	i	i	i	i	i	i	i	12.2	i
CC(=O)OC1(c2ccc(C)cc2)CN2CCC1c1ccccc12 (stereo not drawn)	i	i	i	i	i	i	i	i	i	-6.8	i
CC(=NCCO)c1c(O)n(C)c(=O)n(C)c1=O	i	i	i	i	i	i	i	i	i	0.2	i
C=CCN1C(=O)NC(=O)C(Cc2ccc(OC)c(OC)c2)C1=O (stereo not drawn)	i	i	i	i	i	i	i	i	i	-3.9	-4.76*
NC(CC(=O)O)C1CCCCC1 (stereo not drawn)	i	.	i	i	i	i	i	i	i	1.2	-7.05*
CC(C(=O)c1c[nH]c2ccccc12)N1CCc2ccccc2C1 (stereo not drawn)	i	i	i	i	i	i	i	i	i	4.4	i
OC(Cn1c2ccccc2c2ccccc21)C[n+]1cccc2ccccc21 (stereo not drawn)	i	i	i	i	i	i	i	-6.71*	i	-14.2	i
Cc1ccccc1-n1c(C)nc2ccsc2c1=O	i	i	i	i	i	i	i	i	i	-5.8	i
O=C(c1ccc2c(c1)N(Cc1ccccc1)CCS2)N1CCC2(CC1)OCCO2	i	i	i	i	i	i	i	i	i	3.8	i
Cc1ccc(-c2cc(-c3ccccc3)cc(-c3ccccc3)[n+]2-c2ccccc2C(=O)O)cc1	i	i	i	i	i	i	i	i	i	-0.1	i
COCCOC(=O)C1=C(N)Oc2c(c(=O)oc3ccccc23)[C@@]12C(=O)Nc1ccccc12	i	i	i	i	i	i	i	i	i	5.7	i
CC(C)c1ccc(-n2c(O)c(/C=N/NC(=O)c3ccncc3)c(=O)[nH]c2=O)cc1	i	i	i	i	i	i	i	i	i	1.3	i
CN(C/N=C(\N)N[N+](=O)[O-])S(=O)(=O)c1ccccc1	i	i	i	i	i	i	i	i	i	2.6	i
Cc1nc2ccccc2c(=O)n1-c1ccccc1[N+](=O)[O-]	i	i	i	i	i	i	i	i	i	-9.0	i
Cc1ccc(-c2nn(CCC#N)cc2C(=O)O)cc1C	i	i	i	i	i	i	i	i	i	-4.9	i
Later entries
SMILES	TRPC4 block	TMEM16A act	TRPC4 agonist	TMEM16A inh	MrgX1 allo act	TRPC6 act	TRPC4 potent	TRPC6 inhibitor	MrgX1 ag	SKKanGAS inh	MrgX1 antagonist
CCC1(CC)C(=O)NC(=NCCc2c[nH]c3ccccc23)NC1=O	i	i	i	i	i	i	i	i	i	6.0	i
COc1cc2[nH]c(=S)n(-c3ccccc3)c(=O)c2cc1OC	i	i	i	i	i	i	i	i	i	-11.7	i
CCOC(=O)C1=C(N)OC2=C(C(=O)CCC2)C12C(=O)N(C)c1ccccc12 (stereo not drawn)	i	i	i	i	i	i	i	i	i	-0.1	i
CC1CCCCN1Cc1c[nH]c2ccccc12 (stereo not drawn)	i	i	i	i	i	i	i	i	i	6.1	i
CC[N+]1(C)CCCC(OC(=O)C(O)(c2ccccc2)c2ccccc2)C1 (stereo not drawn)	i	i	i	i	i	i	i	i	i	-3.2	i
c1cc(CCN2CCCC2)ccn1	i	i	i	i	i	i	i	i	i	-19.4	i
O=C(COc1ccccc1F)N1CCN(CCN2C(=O)c3cccc4cccc(c34)C2=O)CC1	i	i	i	i	i	i	i	i	i	3.4	i
C=Cn1ccnc1P(=S)(c1ccn(C)c1)c1nccn1C=C	i	i	i	i	i	i	i	i	i	-10.5	i
O=C(c1ccco1)C12CN3CN(CN(C3)C1)C2	i	i	i	i	i	i	i	i	i	-5.3	i
CCOC(=O)N(c1ccccc1)P1(=S)OCC(C)O1 (stereo not drawn)	i	i	i	i	i	i	i	i	i	0.4	i
COC(=O)c1ccccc1-n1c(C)nc2ccccc2c1=O	.	i	.	i	i	.	.	.	i	.	i
CCC(=NCCOc1ccc(Cl)cc1)c1c(O)n(C)c(=O)n(C)c1=O	i	i	i	i	i	i	i	i	i	-0.3	i
Cc1ccc(N2C(=O)NC(=O)C3(Cc4ccccc4N4CCN(c5ccccc5)CC43)C2=O)cc1 (stereo not drawn)	i	i	i	i	i	i	i	i	i	2.8	i
Cn1c(O)c(C(=N)COc2ccccc2)c(=O)n(C)c1=O	i	i	i	i	i	i	i	i	i	-3.2	i
O=c1[nH]c(=O)n(C2CCCCC2)c(O)c1/C=C/C=Nc1ccccc1	i	i	i	i	i	i	i	i	i	6.2	-5.05*
Cc1cccc(CN2CCN(C(=O)Cc3ccccc3)CC2)c1	i	i	i	i	i	i	i	i	i	-3.1	i
COc1ccc(-c2nn(CCC#N)cc2C(=O)Nc2ccc(C(C)=O)cc2)cc1	i	i	i	i	i	i	i	i	i	4.9	i
C/C(=N\Nc1ccccc1)c1c(O)n(C)c(=O)n(C)c1=O	i	i	i	i	i	i	i	i	i	1.0	i
O=C(Cn1cc(C(=O)c2ccccc2F)c2ccccc21)NCc1ccco1	i	i	i	i	i	i	i	i	i	-6.2	i
